# Pf growth 48h: Primary qHTS for delayed death inhibitors of the malarial parasite plastid, 48 hour incubation. P. falciparum luciferase growth in erythrocytes, 48 h. Potency, µM (series often up to 28.7 µM), without a hit: top-dose activity change, negative = inhibition, actives largely listed as inhibitors. 310,000 compounds, 5.9% hits; also: potency is read from the fitted curve at half-maximal effect; % is scaled to controls: 0 for no effect and ±100 for the full control effect
#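 Luciferase-expressing P. falciparum in infected erythrocytes (2% hematocrit, 0.1% parasitemia final) in RPMI 1640/0.5% Albumax were exposed to compound for 48 hours at 37 C, 5% CO2; growth read as luminescence.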
# CHX counter: Cycloheximide Counterscreen for Small Molecule Inhibitors of Shiga Toxin. max response, %. cell reporter, cycloheximide protein synthesis inhibition counterscreen. 300,000 compounds, 12% hits; in the data active = max response mostly above about 13%, no sharp cut-off; inactive = mostly below about 14%; also: read at 38.3 µM for the half of the compounds with a filed dose; 0% is about no effect
# LmPK inhibitor: qHTS Assay for Inhibitors of Leishmania Mexicana Pyruvate Kinase (LmPK); AID 1721, 2009; Potency, µM (series often up to 57.5 µM), without a hit: top-dose activity change, negative = inhibition, hits mostly inhibitors; 290,000 compounds, 0.37% hits; purified LmPK, Kinase-Glo ATP luminescence, 1 h; Q27686; also: potency is read from the fitted curve at half-maximal effect; % is scaled to controls: 0 for no effect and ±100 for the full control effect
# Target sequence (Q27686 whole entry, looked up): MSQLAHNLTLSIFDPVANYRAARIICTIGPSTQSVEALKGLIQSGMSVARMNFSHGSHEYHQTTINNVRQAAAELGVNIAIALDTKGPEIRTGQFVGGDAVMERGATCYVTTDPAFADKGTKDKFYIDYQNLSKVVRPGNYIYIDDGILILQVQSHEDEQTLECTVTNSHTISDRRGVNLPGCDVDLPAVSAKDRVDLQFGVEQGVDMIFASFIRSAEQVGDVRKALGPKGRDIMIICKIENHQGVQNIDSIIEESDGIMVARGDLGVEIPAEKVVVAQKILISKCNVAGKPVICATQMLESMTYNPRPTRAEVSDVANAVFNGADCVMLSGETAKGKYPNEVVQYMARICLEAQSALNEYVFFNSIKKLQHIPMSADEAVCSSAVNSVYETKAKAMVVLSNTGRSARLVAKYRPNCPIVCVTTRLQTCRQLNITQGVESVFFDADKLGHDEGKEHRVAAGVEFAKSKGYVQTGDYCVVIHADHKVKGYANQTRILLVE
#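 qHTS format; LmPK 0.1 nM; substrates PEP 0.5 mM and ADP 0.1 mM. One-hour room-temperature incubation, then coupled luciferase luminescence; 0.5 nM enzyme wells mark activation.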
# Shiga inhibitor: A qHTS for Small Molecule Inhibitors of Shiga Toxin | inhibition, % at 38.7 µM | Vero cells, Shiga toxin protein synthesis inhibition reporter | 290,000 compounds, 9.2% hits; in the data active = inhibition mostly above about 28%, no sharp cut-off; inactive = mostly below about 43%; also: 0% is about no effect
# Pf growth 96h: Primary qHTS for delayed death inhibitors of the malarial parasite plastid, 96 hour incubation. P. falciparum luciferase reporter growth, 96 h. Potency, µM (top dose mostly 28.7 µM), for the others: at the highest dose activity change, negative = inhibition, usual class: inhibitors. 320,000 compounds, 6.9% hits; also: potency is read from the fitted curve at half-maximal effect; % is scaled to controls: 0 for no effect and ±100 for the full control effect
#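 Infected RBCs, 2% Hct / 0.05% parasitemia final; luciferase-reporter P. falciparum; cpd 96 h, 37 C, 5% CO2; luciferase detection reagent; luminescence.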
# HCV inhibitor: qHTS Assay for Inhibitors of Hepatitis C Virus (HCV). Huh7.5.1 HCVcc-Cre infection, luciferase reporter, 44 h. 340,000 compounds, 3.4% hits. AID 651820, 2012. Potency, µM (doses to about 41.8 µM), inactives show at the highest dose activity change, negative = inhibition, most hits filed as inhibitors; also: potency is read from the fitted curve at half-maximal effect; % is scaled to controls: 0 for no effect and ±100 for the full control effect
#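 Antiviral activity was scored by luciferase reporter output from cells infected with HCVcc-Cre (~0.5 moi) in presence of compound, 44 h infection period, cells seeded 1,000/well 4 h prior.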
# TbPYK inhibitor: qHTS of Trypanosoma Brucei Inhibitors; TbPYK enzyme, Kinase-Glo Plus ATP luminescence, 45 min; Potency, µM (series often up to 76.8 µM), inactives show at the highest dose activity, negative = inhibition, most hits filed as inhibitors; 410,000 compounds, 0.12% hits; AID 624173, 2012; also: potency is read from the fitted curve at half-maximal effect; % is scaled to controls: 0 for no effect and ±100 for the full control effect; nearly all actives have a fitted effect of over 50% in size
#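 ADP (130 uM final) triggers the TbPYK reaction after compound addition; incubation is 45 min at room temperature. Kinase-Glo Plus is then added and luminescence imaged. Normalized data are fitted to concentration-effect curves.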
# Numbers without * were called inactive; i = inactive; u = inconclusive; x = not tested or not shown; & = joins results of further samples; [ ] = another dose, or the depositor's remark. Unless noted, calls follow the shape of the dose curve; as a rule, active = well fitted curve in the direction sought with a large enough effect; inconclusive = small, poorly fitted or top-dose-only effect, or another doubt; inactive = no such curve, though single readings can be large; an effect the other way counts as inactive or inconclusive.
1. O=C(Nc1ccc(Br)cc1)C(c1ccccc1)c1ccccc1
2. Cc1ccc(CC(=O)NCc2ccc(F)cc2)cc1
3. CC1(C)Cc2c(sc3c2C(=O)N(c2ccccc2)C2=NCCCN23)CO1
4. Cc1ccc(NC(=S)NN(C)c2nc(C)cnc2C)cc1
5. CNc1nnc(CSc2nc(C)cc(C)n2)s1
6. CCO[C@H]1OC(C(=O)NCc2nc3ccccc3[nH]2)=C[C@@H](c2ccc(C(F)(F)F)cc2)[C@@H]1CCCO

assay / entry | 1 | 2 | 3 | 4 | 5 | 6
Pf growth 48h | -12.7% | 10.5% | u | 6.9% | -7.7% | u
CHX counter | 1.5 | 11.4* | -4.2 | 0.2 | -2.3 | -1.1
LmPK inhibitor | 3.2% | 1.4% | 1.8% | -1.4% | 0.4% | 6.8%
Shiga inhibitor | -17.9 | 28.2 | -6.0 | -2.5 | -6.8 | 17.0
Pf growth 96h | 10.4% | -26.4% | 10.2% | -9.5% | u | 1.47µM*
HCV inhibitor | 3.1% | 8.3% | u | 22.7% | -5.4%&10.7% | -23.4%
TbPYK inhibitor | 5.7% | -9.2% | 0.4% | -6.3% | -6.2% | 0.2%

7. CCOc1cc(/C=N/Nc2nc(-c3cccs3)c(NC(C)=O)s2)ccc1O
8. COc1cc(C2SC(C)C(=O)N2CCc2ccccc2)cc(OC)c1OC (configuration not stated)
9. Cc1ccc(Nc2ncc3c(n2)CC(C)CC3=O)c(C)c1 (configuration not stated)
10. O=C(Nc1ccccc1N1CCCC1)C1CCN(S(=O)(=O)c2ccccc2C(F)(F)F)CC1
11. COC(=O)c1c(NC(=O)CS(=O)(=O)c2ccccc2)sc(C)c1C
12. Cc1ccc(NS(=O)(=O)c2ccc(-n3cccn3)cc2)cc1C

assay / entry | 7 | 8 | 9 | 10 | 11 | 12
Pf growth 48h | u | -20.1% | 287.7%[activator] | u | u | u
CHX counter | 19.7* | -0.6 | 39.0* | x | x | -1.4
LmPK inhibitor | 0.9% | -4.1% | -2.1% | x | x | -2.8%
Shiga inhibitor | 27.2 | -13.9 | 96.9* | x | x | 4.4
Pf growth 96h | u | u | i | u | u | u
HCV inhibitor | u | 6.1% | -2.5% | u | u | u
TbPYK inhibitor | -8.0% | -3.2% | 3.4% | -9.0% | 2.0% | 3.1%

# Single records, from the list above. Values in the order: Pf growth 48h | CHX counter | LmPK inhibitor | Shiga inhibitor | Pf growth 96h | HCV inhibitor | TbPYK inhibitor
# CCOc1cc(/C=N/Nc2nc(-c3cccs3)c(NC(C)=O)s2)ccc1O across the screens: u | 19.7* | 0.9% | 27.2 | u | u | -8.0%
# Cc1ccc(Nc2ncc3c(n2)CC(C)CC3=O)c(C)c1 (configuration not stated) across the screens: 287.7%[activator] | 39.0* | -2.1% | 96.9* | i | -2.5% | 3.4%

# Further records follow:
13. O=C(NNC1=Nc2ccccc2SC1)c1cccc([N+](=O)[O-])c1
14. Cc1cccnc1NC(=O)C1CC(=O)N(c2ccc3c(c2)OCCO3)C1 (configuration not stated)
15. O=C(Cc1ccccn1)c1ccc(F)cc1
16. O=C(Cn1cc(C(F)(F)F)ccc1=O)NCC1CCCO1 (configuration not stated)
17. COc1ccc(OC)c(CNC(=O)c2coc(=O)c3ccccc23)c1
18. COC(=O)c1ccc(-n2nnnc2SCC(=O)Nc2ccccc2C(=O)OC)cc1

assay / entry | 13 | 14 | 15 | 16 | 17 | 18
Pf growth 48h | u | u | u | -10.6% | -12.3% | 0.3%
CHX counter | -0.4 | x | x | x | -3.8 | -1.2
LmPK inhibitor | -11.2% | x | x | x | 4.1% | 5.0%
Shiga inhibitor | 14.4 | x | x | x | -4.4 | -5.5
Pf growth 96h | 10.4µM* | 27.3% | u | -24.5% | -2.7% | 6.2%
HCV inhibitor | -20.3% | 9.0% | 5.7% | 11.6% | -6.2% | 31.8%[activator]
TbPYK inhibitor | 1.3% | -2.3% | -5.2% | 0.4% | 1.0% | 3.5%

19. CC1(c2ccc(Cl)cc2)NC(=O)N(CC(=O)N2CCN(S(=O)(=O)c3ccccc3)CC2)C1=O (configuration not stated)
20. CC(=O)Nc1ccc(C(=O)N2CCc3cc4c(cc3C2C)OCCCO4)cc1 (configuration not stated)
21. Cc1[nH]c(=S)[nH]c(=O)c1CCC1OCCO1
22. O=C(O)C1=C[C@@H](c2coc3ccccc3c2=O)C[C@@H](OCc2ccc(CO)cc2)O1
23. C=CC[n+]1ccn(-c2nc3ccccc3nc2[N-]S(=O)(=O)c2cccs2)c1
24. CCN(CC)S(=O)(=O)c1ccc(/C=C/C(=O)NC2CCCCC2)cc1

assay / entry | 19 | 20 | 21 | 22 | 23 | 24
Pf growth 48h | u | -14.3% | 2.4% | 6.8% | 3.9% | u
CHX counter | x | 5.1 | -4.6 | -2.2 | 0.8 | 6.5
LmPK inhibitor | x | -4.1% | 4.0% | 15.4% | -6.1% | 6.8%
Shiga inhibitor | x | 6.2 | -4.3 | 7.8 | -9.1 | -7.8
Pf growth 96h | u | -17.6% | 65.0%[activator] | 44.0%[activator] | 5.0% | 4.65µM*
HCV inhibitor | 17.1% | u | 3.7% | u | 8.4% | -17.7%
TbPYK inhibitor | -0.2% | -8.0% | 1.0% | -0.4% | 1.5% | 3.0%

25. O=C(CN(c1ccccc1)S(=O)(=O)c1ccccc1)NCCSc1nc2ccccc2s1
26. COc1ccc2c(c1)C(=O)N1[C@H]3c4cc(C)ccc4OC[C@@H]3[C@H](c3ccccc3)[C@]1(C)C(=O)N2
27. CCOC(=O)C1=C(C)N=c2s/c(=C/c3ccc(OCC(=O)O)cc3)c(=O)n2C1c1ccc(SC)cc1 (configuration not stated)
28. COC(=O)C1=C(CSCc2ccccc2)NC(=O)NC1c1cc(C)ccc1C (configuration not stated)
29. CC(C)C(NC(=O)c1c(F)cccc1F)C(=O)N1CCN(c2ccccc2F)CC1 (configuration not stated)
30. CC1(C)CC(=O)c2cn3c(nc2C1)nc1ccccc13

assay / entry | 25 | 26 | 27 | 28 | 29 | 30
Pf growth 48h | u | 9.28µM* | 5.22µM* | u | -29.0% | -6.8%
CHX counter | 1.1 | x | -3.2 | -3.3 | 11.2 | -1.7
LmPK inhibitor | 1.1% | x | -4.3% | 4.0% | -1.8% | -2.9%
Shiga inhibitor | 39.1 | x | 13.2 | -11.1 | -12.2 | -32.7
Pf growth 96h | u | u | u | 0.0% | -29.1% | x
HCV inhibitor | -4.9% | u | x | u | 18.5% | 14.4%
TbPYK inhibitor | -0.6% | 2.6% | x | 19.9% | 2.3% | 1.4%

# Continuation:
no. | Compound | Pf growth 48h | CHX counter | LmPK inhibitor | Shiga inhibitor | Pf growth 96h | HCV inhibitor | TbPYK inhibitor
31 | COc1cc(NC(=O)CSc2nnc(-c3ccncc3)n2C2CCCCC2)ccc1NC(=O)c1ccco1 | x | -1.5 | 4.5% | -12.5 | u | u | -17.2%
32 | CCCOc1ccc(-c2nc(C#N)c(N3CCc4ccccc4C3)o2)cc1 | 10.0% | 6.3 | -0.9% | -15.0 | x | 0.5% | -2.5%
33 | COc1ccc(C(=O)Nc2ccc(C)cc2C(=O)c2ccccc2)cc1 | -2.5% | -2.8 | -0.8% | -4.5 | u | -3.1% | -11.0%
34 | CCCCOC(=O)n1c(SCC(=O)N(CC)CC)nc2ccccc21 | -21.8% | -0.2 | 4.9% | -7.1 | 2.62µM* | 0.3% | 1.3%
35 | CC1=C(C(=O)Nc2ccccc2)C(c2ccc(C)o2)n2c(s/c(=C\c3ccco3)c2=O)=N1 (configuration not stated) | 13.1µM* | 6.9 | 8.2% | 35.4 | u | u | -0.6%
36 | CCC(=O)c1ccc(N2CCN(C(=O)COc3ccc(F)cc3)CC2)c(F)c1 | u | -3.3 | -1.7% | -12.6 | 45.2%[activator] | u | -4.2%
37 | CC(=O)N/C(=C\c1ccccc1)C(=O)OCC(=O)NC(=O)c1ccccc1 | 12.3% | x | x | x | -4.1% | 43.5%[activator] | 1.4%
38 | Fc1cc2nccnc2cc1N1CCSCC1 | 11.1% | 1.6 | -2.1% | 25.4 | u | -9.9% | -8.8%
39 | Cn1c(COc2ccccc2)nnc1SCc1cc(=O)[nH]c2ccccc12 | u | -1.2 | -1.1% | -2.4 | 0.0% | u | -4.3%
40 | CSc1nnc(-c2ccccc2N=Cc2c(C)[nH]n(-c3ccc4ccccc4c3)c2=O)c(=O)[nH]1 | 62.2%[activator] | 33.3* | -21.0% | 36.9 | 80.2%[activator] | 3.8% | -15.4%
41 | Cc1cc(C)c(NC(=O)CNC(=O)CN2C(=O)NC3(CCCc4ccccc43)C2=O)c(C)c1 (configuration not stated) | 4.5% | x | x | x | 2.0% | -18.1%[8.37 µM] | 2.9%
42 | O=C(CS(=O)CC(=O)N(c1ccccc1)C(C(=O)NC1CCCC1)c1cccs1)Nc1ccc(F)cc1 (configuration not stated) | u | -1.9 | 1.6% | -2.9 | u | 4.3% | -1.3%
43 | CC(=O)Nc1ccccc1C(=O)N1CCc2ccccc21 | 1.5% | -3.1 | 4.0% | -5.4 | u | 5.8% | -12.6%
44 | CCn1c(SC/C=C/c2ccccc2)nnc1-c1cccs1 | u | -1.8 | 0.4% | -1.5 | 159.4%[activator] | -16.1% | 1.4%
45 | CS(=O)(=O)n1nc(-c2ccccc2)nc1N | x | -1.1 | -2.2% | -10.3 | 26.4% | 2.8% | -6.3%
46 | NS(=O)(=O)c1ccc(CCNC(=O)c2cc3ccccc3s2)cc1 | -22.7% | 1.9 | 0.2% | -1.3 | -21.1% | -15.5% | -13.2%
47 | CCOC(=O)c1sc(N(C)C(C)=O)nc1C | -15.7% | 1.7 | 0.0% | -23.2 | u | -14.7% | -0.6%
48 | CC(=O)N1CCN(c2ccc(NCc3ccc(Br)o3)cc2)CC1 | u | x | x | x | u | x | -20.0%

# Structures above containing a thiophene ring, fused or not (7):
no. | Compound | Pf growth 48h | CHX counter | LmPK inhibitor | Shiga inhibitor | Pf growth 96h | HCV inhibitor | TbPYK inhibitor
3 | CC1(C)Cc2c(sc3c2C(=O)N(c2ccccc2)C2=NCCCN23)CO1 | u | -4.2 | 1.8% | -6.0 | 10.2% | u | 0.4%
7 | CCOc1cc(/C=N/Nc2nc(-c3cccs3)c(NC(C)=O)s2)ccc1O | u | 19.7* | 0.9% | 27.2 | u | u | -8.0%
11 | COC(=O)c1c(NC(=O)CS(=O)(=O)c2ccccc2)sc(C)c1C | u | x | x | x | u | u | 2.0%
23 | C=CC[n+]1ccn(-c2nc3ccccc3nc2[N-]S(=O)(=O)c2cccs2)c1 | 3.9% | 0.8 | -6.1% | -9.1 | 5.0% | 8.4% | 1.5%
42 | O=C(CS(=O)CC(=O)N(c1ccccc1)C(C(=O)NC1CCCC1)c1cccs1)Nc1ccc(F)cc1 (configuration not stated) | u | -1.9 | 1.6% | -2.9 | u | 4.3% | -1.3%
44 | CCn1c(SC/C=C/c2ccccc2)nnc1-c1cccs1 | u | -1.8 | 0.4% | -1.5 | 159.4%[activator] | -16.1% | 1.4%
46 | NS(=O)(=O)c1ccc(CCNC(=O)c2cc3ccccc3s2)cc1 | -22.7% | 1.9 | 0.2% | -1.3 | -21.1% | -15.5% | -13.2%
